Assay outcomes: PubChem BioAssay, NCI
Growth percent in the NCI-60 one-dose screen (48 h, 10 µM unless noted): 100 = growth as untreated, 0 = no growth, -100 = all killed.
K-562 = K-562 leukemia; AID 1794777; actives 7.4% (n = 78,000)
SR = SR leukemia cells | actives 8.7% (n = 73,000)
HOP-92 = HOP-92 NSCLC cells; actives 6.3% (n = 71,000)
CCRF-CEM = CCRF-CEM leukemia; actives 7% (n = 77,000); AID 1794778
RPMI-8226 = RPMI-8226 leukemia cells. AID 1794781. actives 7.5% (n = 77,000)
MOLT-4 = MOLT-4 leukemia cells. AID 1794779. actives 6.9% (n = 80,000)
MDA-MB-435 = MDA-MB-435 melanoma | actives 7.8% (n = 82,000) | AID 1794794
HOP-62 = HOP-62 NSCLC | actives 3.9% (n = 80,000) | AID 1794735
* marks the source's active call; other numbers are inactive results; · = no result given; & = joins results of further samples. Rule for the calls: active = growth percent below 10; inactive = the rest.

1	CCN(CC)CCSCCCNc1c(C)cnc2cc(Cl)ccc12
2	CC(=O)N1CCN(c2cc3c(cc2F)c(=O)c(C(=O)NC2[C@H](O)OC(CO)[C@@H](O)[C@@H]2O)cn3C2CC2)CC1 (stereo not given in full)
3	NC(=S)N/N=C1\C=CCCC1
4	Nc1cc(Cl)cc2c1-c1ccc(Cl)cc1C2
5	CCOC(=O)C1=C(CC(O)c2ccc(OC)cc2OC)NC(=O)NC1c1ccccc1 (stereo not given)
6	CNC(=O)c1cc(Oc2cccc3nc(Nc4ccc(F)c(Cl)c4)ccc23)ccn1

Compound,1,2,3,4,5,6
K-562,5.3*,99,95,97,56,26
HOP-92,82,101,87,90,83,78
RPMI-8226,83,·,99,95,99,54
CCRF-CEM,81,101,109,90,95,60
MDA-MB-435,85,102,108,102,99,60
HOP-62,85,103,103,99,98,51
MOLT-4,70,100,96,80,17,·
SR,31,94,98,87,76,·

7	COc1ccc(/C=C(\c2cc(OC)c(OC)c(OC)c2)c2nnc(-c3ccc(OC)cc3)o2)cc1
8	CCOC(=O)C1CCCC12Nc1cccc3cccc(c13)N2 (stereo not given)
9	S=c1nc(-c2ccc(Cl)cc2)cc(-c2ccco2)[nH]1
10	O=Cc1c2ccccc2cc2ccccc12
11	NS(=O)(=O)c1ccc(-n2cc(CN3CCCCC3)nn2)cc1
12	Cc1cc2ccccc2cc1C(=O)c1ccccc1

Compound,7,8,9,10,11,12
K-562,82,94,106,73,95,52
HOP-92,71,78,75,93,97,·
RPMI-8226,94,84,67,99,107,96
CCRF-CEM,·,85,110,67,108,90
MDA-MB-435,94,104,110,85,106,31
HOP-62,105,94,93,93,106,77
MOLT-4,83,90,46,80,99,89
SR,87,97,85,46,94,53

13	COc1cc(C2CC(=O)Nc3c(-c4ccc(F)cc4)csc32)cc(OC)c1OC (stereo not given)
14	COc1ccc2c(c1)c(-c1ccc(-c3cn(C)c4ccc(OC)cc34)[nH]1)cn2C
15	O=C(Cn1nnnc1C(=O)c1ccccc1)c1ccc(Br)cc1
16	COc1ccc(NC(=O)Cn2c(=O)c3ccccc3c(=O)n2-c2ccccc2)cc1
17	COc1ccc(-c2nc3sc(-c4cc(OC)c(OC)c(OC)c4)nn3c2/C=C2/C(=O)Nc3ccc(F)cc32)cc1
18	COc1ccc2nc(Cl)c(-c3nnc(-c4ccccc4Cl)o3)nc2c1

Compound,13,14,15,16,17,18
K-562,54,0.4*,92,93,20,110
HOP-92,86,-7.4*,90,78,-59*,·
RPMI-8226,59,2.2*,111,86,13,104
CCRF-CEM,82,-5.6*,113,92,21,110
MDA-MB-435,84,42,105,99,-29*,105
HOP-62,74,83,94,81,4.7*,119
MOLT-4,65,28,91,82,·,115
SR,65,-11*,106,90,19,101

19	COc1ccc(C2CC(c3ccc(Nc4nc(NCCO)nc(Nc5ccc(Cl)cc5)n4)cc3)=Nc3c(N)nc(N)nc3N2)cc1 (stereo not given)
20	CCOC(=O)c1ccc(-n2nc(C(=O)NCC(=O)O)nc2-c2ccccc2)cc1
21	CCOC(=O)C1=C(C)O/C(=C/c2ccccc2)C1=O
22	O=C(c1ccccc1)c1ccc(O)cc1
23	O=C(Nc1cccc2c(NC(=O)N3CCCCC3)cccc12)N1CCCCC1
24	CC(=S)N/C=C(\C#N)S(=O)(=O)c1ccc(C)cc1

Compound,19,20,21,22,23,24
K-562,-10*,·,94,92,106,101
HOP-92,75,96,86,100,106,98
RPMI-8226,-4.5*,116,93,104,107,103
CCRF-CEM,-18*,102,96,98,115,102
MDA-MB-435,75,102,107,115,107,101
HOP-62,37,108,108,95,106,94
MOLT-4,3.1*,104,96,81,122,103
SR,·,106,94,75,105,99

25	CC1Cc2cc(F)ccc2-n2cccc21 (stereo not given)
26	CC(C)(C)[Si](C)(C)OC1[C@@H](COC(N)=O)O[C@@H](n2cnc3c(N)ncnc32)[C@H]1O[Si](C)(C)C(C)(C)C (stereo not given in full)
27	CCOC(=O)N1CCc2c(sc3ncnc(OCc4cn(CC(=O)Nc5ccc(C)cc5)nn4)c23)C1
28	CC1C(=O)CCC2C1(C)CCC1C2(C)CCC2(C)C3CC(C)(C)CCC3(C)CCC12C (stereo not given)
29	Cc1ccc(CNc2ccc3nc(CCC(C)C)[nH]c3c2)cc1
30	c1ccc(CNNCc2ccccc2)cc1

Compound,25,26,27,28,29,30
K-562,108,7.2*,·,87,79,95
HOP-92,74,55,104,86,57,84
RPMI-8226,111,22,·,97,87,99
CCRF-CEM,111,50,91,·,94,90
MDA-MB-435,97,75,102,105,97,127
HOP-62,·,96,88,102,100,110
MOLT-4,113,-40*,80,87,81,96
SR,114,-32*,83,92,86,101

31	COc1cc2oc(-c3cccc(C(=O)Nc4ccc5c(c4)OCO5)c3)cc(=O)c2c(O)c1OC
32	Nc1ncnc2c1ncn2[C@@H]1O[C@H](COCC[C@@H](N)C(=O)O)[C@@H](O)[C@H]1O
33	O=C1NC(c2ccccc2)(c2ccccc2)C(=O)N1CCN1CCCCC1
34	O=C1C(=O)c2ccccc2C(O)=C1CCCc1ccc(OCc2ccccc2)cc1
35	O=C(CN1CCOCC1)n1cnc2ccccc21
36	COc1ccc2occ(/C=c3\sc4nc5ccccc5n4c3=O)c(=O)c2c1

Compound,31,32,33,34,35,36
K-562,94,91,97,129,104,107
HOP-92,73,107,106,86,95,110
RPMI-8226,80,·,89,122,104,109
CCRF-CEM,97,105,95,99,101,111
MDA-MB-435,79,105,103,99,107,98
HOP-62,60,101,·,89,91,94
MOLT-4,101,104,117,129,104,103
SR,76,110,·,123,·,99

37	COc1ccc(OC)c(NC2=C(SCCc3ccccc3)C(=O)c3ccccc3C2=O)c1
38	CSc1nnc(-c2sc3nnc(-c4ccccc4)c(-c4ccccc4)c3c2O)o1
39	O=C1CC(N2C(=O)/C(=C/C(Cl)=C\c3ccc([N+](=O)[O-])cc3)SC2=S)C(=O)N1c1ccc(Cl)cc1 (stereo not given)
40	OC(CBr)c1ccc(Br)c2ccccc12 (stereo not given)
41	NC(=S)N/N=C\c1cccc(/C=N/NC(N)=S)c1
42	Nc1nc(-c2cccc([N+](=O)[O-])c2)c(N=Nc2ccccc2[N+](=O)[O-])s1

Compound,37,38,39,40,41,42
K-562,91,·,6.3*,96,107,51
HOP-92,78,·,-19*,81,98,-28*
RPMI-8226,74,67,-2.0*,93,·,36
CCRF-CEM,122,47,11,99,107,47
MDA-MB-435,95,88,3.0*,94,95,68
HOP-62,98,71,50,94,106,-36*
MOLT-4,80,62,12,96,116,62
SR,71,63,4.9*,·,96,49

43	c1ccc2nc3c(ccc4ccccc43)cc2c1
44	C/C(=C\c1csc(C)n1)[C@@H]1C[C@@H]2O[C@]2(C)CCC[C@H](C)[C@H](O)[C@@H](C)C(=O)C(C)(C)[C@@H](O)CC(=O)N1
45	CNCCc1ccccn1
46	O=C(O)c1ccc(-c2ccc(/C=N/Nc3nc(Nc4ccccc4)nc(N4CCCCC4)n3)o2)cc1
47	C=C1C(=O)O[C@@H]2C[C@]3(C)CC[C@]4(C)[C@H](CC[C@@H]5[C@@]6(C)CCC(=O)C(C)(C)[C@@H]6CC[C@]54C)[C@H]3[C@H]12
48	O=C(NNC(=O)c1ccncc1)C1=CN=C2Sc3cc(Cl)ccc3N2[C@H]1c1ccccn1

Compound,43,44,45,46,47,48
K-562,107,1.7*,106&100,68,97,·
HOP-92,77,-47*,94&107,35,·,46
RPMI-8226,101,-45*,102&106,44,120,16
CCRF-CEM,96,-81*,103&104,63,109,65
MDA-MB-435,110,-80*,95&102,83,107,67
HOP-62,76,-70*,85&99,85,106,84
MOLT-4,107,-28*,96&102,80,90,86
SR,105,-39*,101&100,66,90,102

49	COc1cccc(/C=C/[C@H]2O[C@@H](C)[C@H](O)[C@@H]2O)c1
50	COc1c(O)c(OC)c(Br)c(Br)c1Br
51	CCCCCCCCCCCCCC/C(=N\OCc1ccccc1)C(=O)O
52	O=C1CCC(N2C(=O)c3ccc(NS(=O)(=O)c4ccccc4OC(F)(F)F)cc3C2=O)C(=O)N1 (stereo not given)
53	O=C(/C=C/N1CCc2c(ncnc2NC2CC2)C1)c1ccccc1O
54	CC(=O)NCc1ccc(S(N)(=O)=O)cc1

Compound,49,50,51,52,53,54
K-562,110,97,105,66,66,109
HOP-92,135,88,92,-2.4*,55,90
RPMI-8226,103,101,93,61,31,97
CCRF-CEM,104,93,95,13,73,78
MDA-MB-435,111,119,111,64,88,103
HOP-62,111,109,96,6.1*,99,87
MOLT-4,105,94,81,2.3*,100,·
SR,·,·,88,77,106,118

4 records drawn at random from the list so far:
53	O=C(/C=C/N1CCc2c(ncnc2NC2CC2)C1)c1ccccc1O
54	CC(=O)NCc1ccc(S(N)(=O)=O)cc1
52	O=C1CCC(N2C(=O)c3ccc(NS(=O)(=O)c4ccccc4OC(F)(F)F)cc3C2=O)C(=O)N1 (stereo not given)
50	COc1c(O)c(OC)c(Br)c(Br)c1Br

Compound,53,54,52,50
K-562,66,109,66,97
HOP-92,55,90,-2.4*,88
RPMI-8226,31,97,61,101
CCRF-CEM,73,78,13,93
MDA-MB-435,88,103,64,119
HOP-62,99,87,6.1*,109
MOLT-4,100,·,2.3*,94
SR,106,118,77,·

New compounds follow
55	COc1ccc(-c2nc(SCCC(C)C)nc(N/N=C\c3cc(OC)c(OC)c(OC)c3)c2C#N)cc1
56	COc1cccc(-c2nc3sccn3c2-c2ccnc(NCCNC(=O)c3ccccc3)n2)c1
57	Nc1cc(S(=O)(=O)O)cc2cc(S(=O)(=O)O)c(N=Nc3ccc(S(=O)(=O)Nc4ncccn4)cc3)c(O)c12
58	CS(=O)(=O)O[C@@H]1C(=O)N(c2cc3c4ccccc4ccc3c3ccccc23)[C@H]1c1ccc(F)cn1
59	O=C(O)C1C2CCC3C(CCC21)C3(Cl)Cl (stereo not given)
60	NCCCC[C@H](N[C@@H](CCc1ccccc1)C(=O)O)C(=O)N1CCC[C@H]1C(=O)O

Compound,55,56,57,58,59,60
K-562,67,67,101,10,·,·
HOP-92,46,78,77,57,92,·
RPMI-8226,·,42,95,20,120,·
CCRF-CEM,83,52,90,10,106,·
MDA-MB-435,86,55,108,-26*,98,107
HOP-62,89,111,91,35,108,104
MOLT-4,60,53,96,24,108,100
SR,·,80,100,11,117,100

61	C=CCC(O)c1ccc(OC)c(OC)c1 (stereo not given)
62	CCCCOc1ccc(S(=O)(=O)N2CCN(c3nc(C)cc(N4CCOCC4)n3)CC2)cc1
63	OCCNc1ncnc2cc(Cl)ccc12
64	CCOC(CN1CCCCC1)OCC
65	CCCCCCCCSCc1ccc(Nc2ccc(Nc3ccc(CSCCCCCCCC)cc3)cc2)cc1
66	CC(C)c1ccc(CN2CCN(Cc3ccc(C(C)C)cc3)CC2)cc1

Compound,61,62,63,64,65,66
K-562,107,44,115,106,110,92
HOP-92,·,18,89,83,86,85
RPMI-8226,156,4.0*,104,·,99,93
CCRF-CEM,·,60,106,93,101,91
MDA-MB-435,106,6.1*,104,98,118,103
HOP-62,89,59,105,96,87,107
MOLT-4,·,26,107,106,104,94
SR,112,42,111,·,115,85

67	NC(=S)NCCN1CCOCC1
68	Cc1ccc(S(=O)(=O)NCCC(O)CC(C)c2ccc3ccccc3c2)cc1 (stereo not given)
69	CCOC(=O)c1c(C)nc2c(c1N)CC(=O)N2Cc1cc(F)cc(Cl)c1
70	CC1=NC2=NN3C=C(c4ccccc4)N(N)C3=NN2C(c2ccccc2)=C1
71	COc1ccc(C(=O)CSc2nc3c([nH]2)c(=O)n(C)c(=O)n3C)cc1
72	COc1ccccc1NCc1ccc(CO)n1-c1ccc(O)cc1
73	OCC[C@H]1C[C@H]1c1ccco1

Compound,67,68,69,70,71,72,73
K-562,107,76,95,102,·,100,106
HOP-92,103,83,78,117,72,104,104
RPMI-8226,115,86,72,107,103,100,102
CCRF-CEM,111,90,95,106,97,98,·
MDA-MB-435,108,106,92,112,98,116,102
HOP-62,104,97,90,97,100,101,95
MOLT-4,129,88,96,106,101,100,103
SR,·,77,75,109,104,111,101
